HCMV antiviral: inhibitors of human cytomegalovirus. HFF cells, HCMV-luciferase reporter, 72 h; hits give low values. activity change, negative = inhibition, % at 57.5 µM. 4.5% of 410,000 active. AID 1259415; in the data active = activity change below about -60%; inconclusive = no clear call, values can overlap the other calls; inactive = above about -39%
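Screen run at 2 compound doses on HFFs infected with reporter HCMV, MOI 1 PFU/cell. Luciferase activity from cell lysates at 72 h post infection gave inhibition relative to buffer-only and Salinomycin wells.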
AmpC inh no detg: inhibitors of E. coli AmpC beta-lactamase without detergent; P00811; Potency, µM (titrated, usually from 57.1 µM), inactives show at the highest dose activity change, negative = inhibition, usual class: inhibitors; 0.52% of 330,000 active; AmpC nitrocefin hydrolysis, absorbance 480 nm, 0.0001% Triton;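 also: potency is read from the fitted curve at half-maximal effect; plate controls were no compound for no effect and no enzyme for full effect; nearly all actives have a fitted effect of over 20% in size; some results filed as inactive show a strong effect at the top dose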
Target sequence (P00811 whole entry, looked up): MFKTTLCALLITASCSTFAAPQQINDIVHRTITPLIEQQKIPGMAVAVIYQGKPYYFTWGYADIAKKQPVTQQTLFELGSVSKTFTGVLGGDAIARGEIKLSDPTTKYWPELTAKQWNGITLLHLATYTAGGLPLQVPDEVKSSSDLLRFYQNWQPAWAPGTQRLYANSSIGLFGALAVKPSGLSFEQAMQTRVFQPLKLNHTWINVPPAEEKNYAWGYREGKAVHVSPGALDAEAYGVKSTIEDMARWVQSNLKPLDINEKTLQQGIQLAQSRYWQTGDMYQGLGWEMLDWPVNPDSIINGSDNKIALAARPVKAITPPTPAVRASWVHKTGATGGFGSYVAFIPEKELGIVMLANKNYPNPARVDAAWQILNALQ
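AmpC (5.3 nM in the dispensed reagent) in 20 mM phosphate pH 7.0 with 0.01% (detergent screen) or 0.0001% Triton X-100 was preincubated with compounds for 15 min at room temperature. Nitrocefin was then added from an 800 uM solution, and hydrolysis was followed at 480 nm.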
Giardia FBPA inh: blocks Giardia fructose-bisphosphate aldolase activity | A8B2U2 | Potency, µM (top dose mostly 59.6 µM), inactives show at the highest dose activity, negative = inhibition, hits mostly inhibitors | AID 2451 | purified Giardia FBPA | 0.71% of 290,000 active; also: potency is read from the fitted curve at half-maximal effect; nearly all actives have a fitted effect of over 55% in size
Target sequence (A8B2U2 whole entry, looked up): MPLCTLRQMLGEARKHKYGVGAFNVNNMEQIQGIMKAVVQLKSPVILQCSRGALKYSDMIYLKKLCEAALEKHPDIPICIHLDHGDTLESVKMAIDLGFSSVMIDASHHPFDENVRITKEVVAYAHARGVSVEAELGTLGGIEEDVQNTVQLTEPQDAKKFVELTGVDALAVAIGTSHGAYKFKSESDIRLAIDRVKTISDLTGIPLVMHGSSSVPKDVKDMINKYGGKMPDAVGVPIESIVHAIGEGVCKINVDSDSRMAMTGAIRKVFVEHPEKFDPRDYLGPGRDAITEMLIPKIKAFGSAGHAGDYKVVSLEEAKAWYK
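Giardia FBPA (40 nM reagent) was preincubated 10 min at RT with compound (up to 57.5 uM final), then substrate plus GAPDH/TPI/NAD/arsenate coupling system with diaphorase/resazurin was added; resorufin fluorescence (525/598 nm) was read after 20 min.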
AMA1-RON2 inh: disrupts binding of P. falciparum AMA1 to RON2; Potency, µM (doses to about 58.2 µM), without a hit: top-dose activity change, negative = inhibition, hits mostly inhibitors; AlphaScreen AMA1-biotinylated RON2 peptide binding; 0.2% of 360,000 active;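 also: potency is read from the fitted curve at half-maximal effect; 0% = vehicle wells and -100% = peptide control; nearly all actives have a fitted effect of over 45% in size; some results filed as inactive show a strong effect at the top dose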
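AMA1 (3D7) with his tag at 25 nM final met compounds first, then biotinylated RON2 peptide at 25 nM; detection used donor plus acceptor beads, 10 µg/mL apiece, read by AlphaScreen after 30 min at room temperature.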
AmpC detergent: blocks E. coli AmpC beta-lactamase in detergent assay. AID 485294. P00811. 0.041% of 370,000 active. AmpC hydrolysis of nitrocefin, absorbance 480 nm, 0.01% Triton. Potency, µM (doses to about 114 µM), for the others: top-dose activity change, negative = inhibition, hits mostly inhibitors;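 also: potency is read from the fitted curve at half-maximal effect; 0% = no-compound wells and -100% = no-enzyme wells; nearly all actives have a fitted effect of over 25% in size; some results filed as inactive show a strong effect at the top dose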
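AmpC (5.3 nM in the dispensed reagent) in 20 mM phosphate pH 7.0 with 0.01% (detergent screen) or 0.0001% Triton X-100 was preincubated with compounds for 15 min at room temperature. Nitrocefin was then added from an 800 uM solution, and hydrolysis was followed at 480 nm.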
Sm TGR inh: blocks Schistosoma mansoni thioredoxin glutathione reductase. Q962Y6. purified TGR, DTNB reduction, TNB absorbance 405 nm. Potency, µM (highest dose often 114 µM), for inactives: at the highest dose activity change, negative = inhibition, actives largely listed as inhibitors. 3% of 360,000 active. AID 485364; also: potency is read from the fitted curve at half-maximal effect; nearly all actives have a fitted effect of over 60% in size
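Kinetic colorimetric format: TGR-catalysed, NADPH-driven DTNB reduction monitored via TNB absorbance. Enzyme dispensed at 20 nM; compound exposure 15 min at room temperature before reaction start.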
An asterisk follows results filed as active; ? = inconclusive; nt = not tested or not shown; [ ] = another dose, or the depositor's remark. Unless noted, calls follow the shape of the dose curve; as a rule, active = well fitted curve in the direction sought with a large enough effect; inconclusive = small, poorly fitted or top-dose-only effect, or another doubt; inactive = no such curve, though single readings can be large; an effect the other way counts as inactive or inconclusive. Unless noted, % is scaled to controls: 0 for no effect and ±100 for the full control effect. The order is random. Share with any hit: about 7.8%.

| Structure | HCMV antiviral | AmpC inh no detg | Giardia FBPA inh | AMA1-RON2 inh | AmpC detergent | Sm TGR inh |
| --- | --- | --- | --- | --- | --- | --- |
| O=C(CSc1cccc2cccc(Cl)c12)NC1=NCCS1 | -19 | 15% | -23% | 43%[activator] | 1% | 0% |
| CCc1nnc(NC(=O)CN2CCC(O)(c3ccccc3OC)CC2)s1 | -4 | -12% | -24% | 14% | ? | -14% |
| Cc1nc(NCCCn2ccnc2)c2oc3ccccc3c2n1 | -22 | 3% | -13% | -2% | 6% | 3% |
| COCCCNCCOCCSc1ccc(Cl)cc1 | ? | 3% | ? | -27% | -8% | -7% |
| CCOC(=O)N1CCN(C(=O)c2ccc3c(c2)ncn3C2CCCC2)CC1 | -62* | 19% | 6% | 11% | ? | 11% |
| O=c1nc2n(c3ccc([N+](=O)[O-])cc13)CCCCC2 | 94 | -18% | 4% | 6% | -10% | 2% |
| CC1Cc2ccccc2N1C(=O)CSc1ccccc1 (centres undefined) | -8 | -25% | 0% | 6% | -12% | -5% |
| CCOC(=O)N1CCN(Cc2nc3cc(NC(C)=O)ccc3n2C)CC1 | -21 | -5% | -15% | 3% | -10% | -9% |
| CCc1nn2c(=O)c(S(=O)(=O)Nc3ccc(Br)cc3F)c(C)nc2s1 | 0 | nt | nt | nt | 11% | -3% |
| C/C(=N\NC(=O)c1ccccc1O)c1c(O)n(Cc2ccccc2)c(=O)[nH]c1=O | 30 | ? | ? | 39%[activator] | -13% | ? |
| COc1ccccc1C(=O)Nc1ccc(-c2cc(C(F)(F)F)nn2-c2ccccc2)cc1 | -61* | nt | nt | nt | -4% | -9% |
| COc1ccc(C(CNC(=O)C(=O)Nc2ccc3c(c2)OCO3)N2CCN(C)CC2)cc1 (centres undefined) | 19 | -8% | nt | 6% | ? | 0% |
| O=C(Nc1cccc(Cl)c1)OCc1ccccn1 | 29 | -17% | -4% | 1% | -18% | 2% |
| O=C(Nc1ccc(F)c(Cl)c1)Nc1c[nH]c(=O)[nH]c1=O | 15 | nt | nt | nt | 0% | 5% |
| CCc1ccccc1N(C)C(=O)Nc1cn(CC(C)C)c(=O)c2ccccc12 | -4 | nt | nt | nt | 22% | 17% |
| COc1cccc(-c2noc(C3CCCN(C(=O)Cc4ccccc4)C3)n2)c1 (centres undefined) | 27 | 38% | -1% | -6% | 1% | 2% |
| Cc1ccccc1NC(=O)c1ccc(S(=O)(=O)C(F)F)cc1 | 32 | -23% | -5% | -13%[11.6 µM] | -14% | 0% |
| O=C(Nc1c(C(=O)c2ccc(Cl)cc2)oc2ccccc12)c1cc(=O)c2ccccc2o1 | 21 | nt | nt | nt | 11% | 8% |
| Clc1ccc(OCCN2CCCCC2)cc1Cl | -27 | -17% | 6% | ? | -8% | -10% |
| COc1ccc(-c2noc(-c3ccc(Cl)cc3[N+](=O)[O-])n2)cc1OC | 68 | 37% | -5% | -9% | ? | -10% |
| O=C(c1ccc(CS(=O)c2ccccc2Cl)o1)N1CCN(c2cccc(Cl)c2)CC1 (centres undefined) | -93* | nt | nt | nt | 18% | 5% |
| Cc1cccc(-n2c(CNC(=O)c3cccc(F)c3)nnc2SCC(=O)Nc2ccccc2F)c1 | -2 | nt | nt | nt | 16% | 11% |
| CCS(=O)CC(=O)Nc1c(-c2ccccc2)oc2ccccc2c1=O (centres undefined) | 31 | -1% | -1% | -17% | -6% | -7% |
| CCOC(=O)c1sc(=S)n(-c2ccccc2)c1SC | 15 | -12% | -5% | -12% | ? | 1% |
| FC(F)(F)c1cccc(CN2CCSCC2)c1 | 13 | -15% | -14% | -21% | ? | -2% |

Look-ups from above.
O=C(Nc1c(C(=O)c2ccc(Cl)cc2)oc2ccccc12)c1cc(=O)c2ccccc2o1 – AmpC detergent: 11%
CCc1nn2c(=O)c(S(=O)(=O)Nc3ccc(Br)cc3F)c(C)nc2s1 – AmpC detergent: 11%
CCOC(=O)N1CCN(C(=O)c2ccc3c(c2)ncn3C2CCCC2)CC1 – Giardia FBPA inh: 6%
O=C(CSc1cccc2cccc(Cl)c12)NC1=NCCS1 – AMA1-RON2 inh: 43%[activator]

(cont.)
| Structure | HCMV antiviral | AmpC inh no detg | Giardia FBPA inh | AMA1-RON2 inh | AmpC detergent | Sm TGR inh |
| --- | --- | --- | --- | --- | --- | --- |
| CCC(C)NC(=O)c1ccccc1-c1nc2ccccc2[nH]1 (centres undefined) | -37 | -19% | 0% | 2% | -2% | 0% |
| CCc1nc2ccc(C)cc2c(C(=O)Oc2cccc3cccnc23)c1C | -14 | -3% | -11% | -8% | -5% | 0% |
| CN(CCC#N)S(=O)(=O)c1ccc2[nH]cc(C(=O)NCCc3ccccc3)c(=O)c2c1 | ? | -13% | 11% | -4% | ? | -4% |
| O=C1c2cccc(OCC(=O)N3N=C(c4cccs4)CC3c3ccc(F)cc3)c2CCN1Cc1ccccc1 (centres undefined) | -8 | -13% | 3% | -4% | 3% | 2% |
| Nc1sccc1C(=O)c1ccccc1 | -37 | -43% | -22% | 9% | 1% | 20µM* |
| CN(C)CCOC(=O)C12CC3(C)CC(C)(CC(C)(C3)C1)C2 | -30 | 62%[activator] | -10% | -1% | -1% | -18% |
| CCN(CC(=O)NCc1cccs1)C(=O)COc1ccccc1C#N | 89 | -20% | nt | 9%[11.6 µM] | -2% | 0% |
| CCN1CCN(c2ncnc3c2cnn3-c2ccc(F)cc2)CC1 | 67 | nt | nt | nt | 10% | 2% |
| O=C(c1cccc2ccccc12)C1CCCN(C(=O)C2CCOCC2)C1 (centres undefined) | ? | 53% | 1% | 11% | 3% | 2% |
| CC(C)NC(=O)c1ccc(C2SCC(=O)N2Cc2ccccc2)cc1 (centres undefined) | 8 | 10% | -3% | 1% | 0% | -5% |
| COCCCNC(=O)C1CCC(CNS(=O)(=O)c2ccc(C)cc2)CC1 (centres undefined) | nt | 5% | 2% | nt | -12% | -4% |
| C[C@H]1CC[C@H]2C(=O)N3[C@H](c4ccccc4Br)[C@@H](C)CC[C@H]3C(=O)N2[C@@H]1c1ccccc1Br | nt | -13% | 2% | nt | ? | -7% |
| O=C(CCC1CCCN(C(=O)c2cncs2)C1)NCc1ccc(F)c(F)c1 (centres undefined) | 10 | 15% | 7% | -7% | -6% | -8%[57.1 µM] |
| CC(=O)c1coc2c1cc(O)c1ccccc12 | 69 | -10% | ? | -4% | ? | 0% |
| CCOC(=O)c1c(NC(=O)c2ccco2)sc(C(=O)N2CCCC2)c1C | -4 | 123%[activator] | 2% | 0% | -3% | -8% |
| O=[N+]([O-])c1cccc(/C=N/Nc2cc(N3CCOCC3)ncn2)c1 | -29 | -21% | 11% | -7% | -23% | -20% |
| CC(=O)N1CCc2cc(S(=O)(=O)CCC(=O)NCc3ccc(F)cc3)ccc21 | -61* | 1% | nt | 5% | -4% | 1% |
| O=[N+]([O-])c1ccc(/C=C/c2nc3ccc([N+](=O)[O-])cc3[nH]2)cc1 | -29 | -14% | 22% | 1% | 3% | 3% |
| O=C(Cn1ncc2c3ccccc3n(Cc3ccccc3F)c2c1=O)N1CCCCC1 | -2 | nt | nt | nt | 12% | 7% |
| Cc1ccc(-c2c(C#N)c(N)n(-c3ccc(C)cc3)c(=O)c2C#N)cc1 | 74 | -20% | -6% | 11% | 0% | 21% |
| O=C(Nc1cc2c(cc1Br)OCCCO2)c1ccccc1 | -4 | -18% | -8% | -8% | ? | -14% |
| NC(=O)CC(NC(=O)c1cccc(Br)c1)c1ccc(N2CCN(c3ccccn3)CC2)c([N+](=O)[O-])c1 (centres undefined) | 21 | -6% | 0% | -14% | -11% | 5% |
| Cc1cc(N2CCN(c3ccccc3)CC2)nc2ccccc12 | 28 | -30% | 3% | 2% | -12% | -10% |
| Cn1ncc2c(NCc3ccccc3Cl)nc(NCCO)nc21 | -9 | nt | nt | nt | 6% | ? |
| O=S(=O)(NCc1cccnc1)c1ccc(Br)s1 | -17 | -4% | 4% | 1% | ? | -4% |
| CC(C)Cn1c(SCC(=O)Nc2ccc3[nH]c(=O)[nH]c3c2)nc2ccccc2c1=O | -28 | -15% | nt | -19% | ? | -1% |
| C=CCOc1ccc(C2N3CC4(CC)CN2CC(CC)(C3)C4=O)cc1 (centres undefined) | -6 | 32% | -4% | 2% | ? | -1% |
| CC(C)CNC(=S)NNC(=O)c1ccc(OC(F)F)cc1 | 16 | -7% | 8% | 26% | -1% | 7% |
| C=CCN1C(=NC(=O)CCCC(=O)O)SC2CS(=O)(=O)CC21 (centres undefined) | 1 | -14% | -11% | -6% | -7% | 0% |
| Cn1c(=O)[nH]c(=O)c2c1nc(OC(=O)c1ccccc1)n2CC(O)COc1ccc(F)cc1 (centres undefined) | -8 | -5% | 9% | -5% | 1% | 2% |
| COc1cccc(-c2nnc(SCC(=O)N(C(C)C)C(C)C)o2)c1 | 15 | 30% | 8% | 1% | ? | ? |
| COc1ccc(C2CC(c3ccccc3)=NN2S(=O)(=O)c2ccccc2)c(OC)c1 (centres undefined) | -37 | -3% | -1% | -2% | -11% | -3% |
| O=C(/C=C/c1cccs1)c1cc(Cl)ccc1O | -8 | -31% | -3% | ? | 1% | -23% |
| Cn1c(CCCOc2ccc(Cl)cc2Cl)nnc1SCC(=O)Nc1cccc(F)c1 | -6 | 54% | -1% | -3% | -14% | -8% |
| Cc1cccc(COC[C@H](Cc2ccccc2)N2CCN(C(=O)c3cccc(C)c3)CCC2=O)c1 | -10 | nt | -6% | -3% | nt | nt |
| O=C(NC1CCCC1)C(c1ccncc1)N(C(=O)c1csnn1)c1ccc(F)c(Cl)c1 (centres undefined) | 9 | -2% | 8% | 2% | -9% | 1% |
| Cc1ncc([N+](=O)[O-])n1CCOc1nonc1N | -10 | -11% | -2% | ? | -9% | -3% |
| O=C1c2ccccc2-c2onc3c(Oc4ccccc4)cc(O)c1c23 | nt | -46% | -24% | nt | -10% | 45µM* |
| CCCCNC(=O)NC1CCCC1 | -7 | -10% | -3% | -2% | ? | -6% |
| CSc1ccc(CNCc2c(C(=O)O)c(C)n(Cc3ccc(F)cc3Cl)c2C)cc1 | 11 | nt | nt | nt | 23% | -3% |
| Cc1ccc(C(=O)Oc2ccc([N+](=O)[O-])cc2)cc1S(=O)(=O)N1CCCCCC1 | 18 | -56% | 5% | -11% | -8% | 1% |
| O=C1CCCc2c1nc(-c1ccccc1)n2O | 82 | -6% | -13% | -7% | -12% | -3% |
| COc1ccc(NC(=O)N2C[C@@H]3C[C@@H](C2)c2cccc(=O)n2C3)c(OC)c1 | -7 | -18% | -5% | -2% | -5% | -7% |
| COC(=O)c1cc2ccsc2n1CC(=O)Nc1cc(C)cc(C)c1 | -15 | -52% | 2% | 2% | -13% | -18% |

Only Giardia FBPA inh and AmpC detergent (two entries from above):
mol	Giardia FBPA inh	AmpC detergent
O=C1CCCc2c1nc(-c1ccccc1)n2O	-13%	-12%
COc1ccc(NC(=O)N2C[C@@H]3C[C@@H](C2)c2cccc(=O)n2C3)c(OC)c1	-5%	-5%

Compound activity from PubChem BioAssay.
